Screens: PubChem BioAssay, several laboratories
TPT1 inh: inhibitors of Candida albicans tRNA 2'-phosphotransferase TPT1; 300,000 compounds, 0.81% hits; AID 1962; inhibition, % at 5 µM; recombinant caTPT1, FP RNA substrate dephosphorylation;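 active means inhibition above the mean of all tested compounds plus 3 SD, set per screening campaign, cut at about 24% in these data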;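 further: plate controls were DMSO alone for no effect and ferristatin control at 100 nM for full effect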
LYPLA2 counter: LYPLA2 (human) inhibition in PME1 counter-screen. AID 2177. 320,000 compounds, 0.38% hits. inhibition, % at 5.9 µM. recombinant LYPLA2, FP-Rh probe fluorescence polarization;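 active means inhibition above the screen-wide mean plus 3 SD, limit set per campaign, cut at about 26% in these data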;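 further: 0% = LYPLA2 with DMSO and 100% = wells lacking LYPLA2 enzyme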
HCV core dimer: blocks dimerization of HCV core protein; TR-FRET GST/Flag-core106 dimerization, 1536-well; inhibition, % at 5 µM; 300,000 compounds, 0.33% hits; AID 1899;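 active means inhibition above the mean of all tested compounds plus 3 SD, set per screening campaign, cut at about 45% in these data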
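Test system: GST/Flag-tagged HCV core106 proteins; Medium: KF-containing HEPES buffer, pH 7.45, DTT, CHAPS, BSA; Times: compound-protein-antibody incubation 4 h at 22.5 °C; Detection: TR-FRET 671 and 617 nm emission; Benchmarks: wells lacking GST-core106 and wells with excess unlabelled core106.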
PP1 inh: PP1-alpha (human) inhibition in PP5 counter-screen | AID 2235 | inhibition, % at 6.7 µM | 320,000 compounds, 0.9% hits | purified PP1alpha, OMFP fluorescence | P62136;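 active means inhibition above the mean inhibition of all tested compounds plus 3 SD, computed separately for each screening campaign, cut at about 15% in these data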
Efflux pump mplx: inhibitors of Candida antifungal efflux pumps expressed in yeast; S. cerevisiae Candida pump triplex, Nile Red efflux; inhibition, % at 10 µM; 330,000 compounds, 0.44% hits; AID 485275;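 active means plate passing quality check with inhibition over a set limit, or well fluorescence over plate mean plus 4 SD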;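 further: Nile Red retained in pooled yeast measured as flow cytometry median fluorescence; 0% = buffer negative control and 100% = Enniatin B positive control; higher means more Nile Red kept so more efflux inhibition; some compounds called inactive have numbers as strong as hits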
PP5 inh: inhibitors of human protein phosphatase 5 (PP5); inhibition, % at 6.7 µM; 320,000 compounds, 0.18% hits; P53041; purified PP5c, OMFP substrate fluorescence;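 active means inhibition above the campaign's mean inhibition across all tested compounds plus 3 SD, cut at about 9.5% in these data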;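 further: 0% = DMSO only and 100% = 100 µM cantharidin control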
Target sequence (P53041 whole entry, looked up): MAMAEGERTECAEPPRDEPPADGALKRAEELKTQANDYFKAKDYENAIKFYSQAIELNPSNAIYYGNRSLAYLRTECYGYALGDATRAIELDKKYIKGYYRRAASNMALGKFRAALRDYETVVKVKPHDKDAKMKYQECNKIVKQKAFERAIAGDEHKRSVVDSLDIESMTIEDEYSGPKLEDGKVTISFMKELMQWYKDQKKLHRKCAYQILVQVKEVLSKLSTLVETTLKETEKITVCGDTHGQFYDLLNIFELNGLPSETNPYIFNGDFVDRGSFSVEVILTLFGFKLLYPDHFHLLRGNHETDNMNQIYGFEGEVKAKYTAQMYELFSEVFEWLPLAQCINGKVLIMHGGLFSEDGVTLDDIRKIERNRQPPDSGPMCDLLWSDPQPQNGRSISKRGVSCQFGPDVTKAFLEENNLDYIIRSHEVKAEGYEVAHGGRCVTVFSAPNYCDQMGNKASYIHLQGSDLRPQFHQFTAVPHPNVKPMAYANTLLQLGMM
GASC-1 inh: inhibitors of human GASC-1 (JMJD2C) demethylase. GST-JMJD2C(1-420) H3K9me3 demethylation, DELFIA europium. inhibition, % at 2.35 µM. 330,000 compounds, 0.069% hits;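 active means more than half of a compound's replicate wells show inhibition beyond 50%, single wells judged on their own value; inconclusive means some, but no more than half, of replicates pass 50% inhibition; inactive means no replicate passes 50% inhibition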;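 further: signal counts dimethyl H3K9 product captured on neutravidin plate; 0% = median of DMSO wells and 100% = 0.3 times that DMSO median; strong numbers were not always called active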
Target sequence (Q9H3R0 1-420 limits assumed): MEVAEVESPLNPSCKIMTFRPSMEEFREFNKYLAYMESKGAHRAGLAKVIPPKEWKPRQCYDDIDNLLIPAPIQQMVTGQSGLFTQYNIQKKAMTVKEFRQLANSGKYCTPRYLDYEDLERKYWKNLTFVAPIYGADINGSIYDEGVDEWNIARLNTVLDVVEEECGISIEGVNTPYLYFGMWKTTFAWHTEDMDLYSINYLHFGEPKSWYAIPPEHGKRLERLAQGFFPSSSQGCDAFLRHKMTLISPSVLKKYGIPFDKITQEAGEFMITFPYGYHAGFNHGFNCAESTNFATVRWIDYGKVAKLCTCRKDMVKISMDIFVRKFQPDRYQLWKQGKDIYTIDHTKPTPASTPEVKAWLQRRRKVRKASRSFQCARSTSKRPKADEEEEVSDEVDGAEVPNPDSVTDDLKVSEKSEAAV
PREPL inh: inhibits the human prolyl oligopeptidase-like enzyme; recombinant PREPL, fluorescence polarization activity-based probe; inhibition, % at 5.96 µM; 320,000 compounds, 0.68% hits; in the data active means inhibition above about 43%;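 further: 0% = enzyme with DMSO and 100% = wells lacking enzyme; many of its hits are not listed in these tables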
Fh CTSL1 inh: counter-screen for PFM18AAP inhibitors: inhibitors of F. hepatica cathepsin L1. recombinant F. hepatica cathepsin L1, Z-Leu-Arg-MCA fluorescence. inhibition, % at 5.96 µM. 300,000 compounds, 0.49% hits. AID 1906;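 active means inhibition above the mean of all tested compounds plus 3 SD, set per screening campaign, cut at about 17% in these data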;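 further: 0% = plate median of test compound wells and 100% = 1 µM Z-Phe-Ala-diazomethylketone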
* hit, by the source's call; ? = inconclusive; · = no result given; & = joins results of further samples.

SMILES | TPT1 inh | LYPLA2 counter | HCV core dimer | PP1 inh | Efflux pump mplx | PP5 inh | GASC-1 inh | PREPL inh | Fh CTSL1 inh
COc1ccc(-c2csc(NC(=S)NC(=O)c3cc4ccccc4o3)n2)cc1Br | -6 | -2 | -7 | -1 | -0.1 | -0.7 | -3 | 17 | 2
CC(=O)Nc1ccc(NC(=O)C(=O)NCC(c2ccco2)N2CCc3ccccc3C2)cc1 (stereo not given) | 1 | -6 | 5 | -3 | 0.1 | 2.0 | -3 | -5 | 9
O=C(CCN1C(=O)C2C3CCC(C3)C2C1=O)Nc1ccccc1Cl (stereo not given) | 3 | -5 | 6 | -4 | 0.0 | 2.2 | -2 | -4 | 5
COc1ccc(C(=O)NNC(=O)c2cc3ccccc3cc2O)cc1 | 0 | -11 | 4 | -1 | 0.1 | 2.5 | 15 | 2 | -3
CC(OC(=O)Cn1[nH]c(=O)c2ccccc2c1=O)C(=O)Nc1ccccc1[N+](=O)[O-] (stereo not given) | -4 | 0 | 0 | -3 | -0.1 | 0.5 | 14 | 1 | -29
CCN1CCN(c2nc3c(c(=O)n(C)c(=O)n3C)n2CCSc2nccc(C)n2)CC1 | -1 | 2 | 1 | -2 | 0.0 | 3.0 | -16 | 18 | -2
CC(C)[C@H](NC(=O)CCCn1nnc2ccccc2c1=O)C(=O)O | -5 | 1 | 0 | -5 | 0.0 | -2.1 | 6 | 2 | -3
COc1ccc(NC(=O)c2oc3ccccc3c2NC(=O)C2CCCO2)cc1OC (stereo not given) | -3 | -5 | -2 | -5 | -0.1 | -1.4 | -5 | 12 | 3
Cc1ccc(S(=O)(=O)NC(=NCC(=O)O)c2ccccc2)cc1 | 4 | 4 | -2 | -7 | 0.1 | 1.9 | 8 | -6 | -1
O=C(Nc1ccnn1C1CCN(Cc2ccc(CO)o2)CC1)c1ccccc1 | 1 | -3 | 9 | -11 | 0.3 | -0.3 | ? | -1 | 6
CCOC(=O)N1CCN(C(=O)CSc2nnc(C3COc4ccccc4O3)o2)CC1 (stereo not given) | 2 | 1 | 2 | -6 | 0.5 | 3.1 | 3 | -1 | -2
CCCc1c(O)nc(SC2CC(=O)N(c3ccc(C)c(Cl)c3)C2=O)[nH]c1=O (stereo not given) | -4 | 3 | -5 | -1 | 0.0 | 2.8 | -1 | 12 | -2
CCc1nc(SCC(=O)c2ccc3c(c2)OCCO3)c2ccccc2n1 | -3 | -4 | -16 | 4 | 0.1 | 3.0 | -3 | 19 | 6
OC(COC(c1ccc(F)cc1)c1ccc(F)cc1)CN1CCc2ccccc2C1 (stereo not given) | -1 | -5 | 3 | 5 | -0.1 | 1.0 | 12 | 9 | -2
S=C(Nc1cccnc1)NC1CCCC1 | -1 | -2 | -5 | -2 | 0.0 | 0.2 | 10 | 1 | -2
O=C(O)[C@H]1CCCC[C@H]1C(=O)NCCc1ccccc1 | -3 | -3 | -2 | -2 | -0.1 | -1.5 | 0 | -2 | 3
COc1cc2c(=O)n(Cc3ccccc3)c(=O)n(CC(=O)C(C)(C)C)c2cc1OC | 0 | 9 | -3 | -3 | 0.0 | -1.2 | 1 | 1 | 4
O=C(COC(=O)c1ccc(O)cc1)Nc1cccc(S(=O)(=O)NC2=NCCC2)c1 | · | -8 | · | -4 | 0.2 | 1.0 | 5 | 8 | ·
O=C(NNC(=O)c1cccnc1Cl)c1ccc(F)cc1 | 1 | -1 | 5 | -2 | 4.3 | -5.9 | 31 | 8 | 2
COc1cc(C2C(C#N)=C(N)Oc3n[nH]c(-c4cccnc4)c32)ccc1OCC(N)=O (stereo not given) | 0 | -2 | -4 | -4 | 0.0 | 0.6 | -9 | 15 | -1
O=C(NCc1ccc(Cl)cc1Cl)C(=O)N1CCCCC1 | 1 | 1 | -8 | -5 | -0.1 | 0.3 | -7 | 6 | 2
COc1cc(OC)cc(C(=O)N[C@H](C(=O)OCC(=O)N2CCc3ccccc32)C(C)C)c1 | -1 | 8 | 4 | -4 | 0.1 | 3.8 | 4 | -7 | -1
COCCN(C(=O)/C=C/c1ccccc1)c1c(N)n(Cc2ccccc2)c(=O)[nH]c1=O | -1 | 4 | -5 | 6 | -0.2 | -2.3 | 0 | -8 | 3
COc1cccc(-c2cc(C(=O)NCCCn3ccnc3)no2)c1 | 2 | -4 | -4 | 3 | 0.0 | 1.1 | ? | 2 | -1
O=C(Cc1cn(Cc2cccc(Cl)c2)c2ccccc12)N1CCCC1 | 0 | 3 | 10 | -3 | 0.1 | 1.5 | 2 | 26 | 4
CC(C)CCNC(=O)CN(Cc1ccccc1Cl)C(=O)CCC(=O)Nc1ccccn1 | -1 | 0 | 2 | -2 | 0.1 | 1.4 | -9 | -8 | -1
CC(CCc1ccco1)NC(=O)Cn1nc(Cc2ccncc2)c2ccccc2c1=O (stereo not given) | 0 | -1 | -7 | 1 | -0.2 | -0.1 | 1 | 2 | 1
CCN(CC)S(=O)(=O)c1ccc(C)c(NC(=O)COC(=O)[C@@H]2CCCN2C(=O)c2cccs2)c1 | -7 | 7 | 3 | -1 | -0.2 | -0.9 | 20 | 17 | -16
CSc1nnc(-c2nnc(SC)n2-c2ccccc2)n1-c1ccccc1 | -3 | 4 | 4 | -3 | -0.4 | -1.1 | 10&-7 | 4 | -2
COc1cccc(NC(=O)CCN2C(=O)c3ccc([N+](=O)[O-])cc3C2=O)c1 | -2 | 2 | 0 | -1 | 0.0 | 0.2 | 13 | -4 | 1
O=C(N/N=C/c1sc2ccccc2c1O)c1ccccc1 | 135* | -4 | -50 | 1 | -0.2 | 1.7 | 8 | 5 | -1
COC(=O)CN1C(=O)S/C(=C/c2cc(C)n(C)c2C)C1=O | 1 | 2 | -6 | -4 | -0.2 | 1.3 | -5 | 5 | 1
Cc1cc(C)c(OCC(=O)N2CCN(c3ncc(C(F)(F)F)cc3Cl)CC2)c(C)c1 | 4 | -2 | 6 | -2 | 0.3 | 1.8 | -3 | -4 | 2
CC1CCCC(NC(=O)CSC2=Nc3ccccc3C3CC=NN23)C1C (stereo not given) | · | 1 | · | 1 | 0.4 | 3.4 | -3 | 6 | ·
CC1N(C)c2cc(NC(=O)c3cccs3)c(P(=O)(Nc3ccc([N+](=O)[O-])cc3)N3CCOCC3)cc2C1(C)C (stereo not given) | -3 | -4 | 13 | -5 | 0.3 | 3.9 | -1 | 13 | -3
CCN(CC)S(=O)(=O)c1ccc(C(=O)OCC(=O)NC2CCCC2)cc1 | -3 | -2 | -6 | -2 | -0.1 | 1.6 | 8 | 9 | -9
COc1ccc(N(CC(=O)NCCC2=CCCCC2)S(=O)(=O)c2c(C)[nH]c(=O)[nH]c2=O)cc1 | -2 | 3 | 5 | -1 | 0.1 | -1.1 | 0 | -1 | 2
CCOc1ccc(-n2cnnn2)cc1S(=O)(=O)NCCc1ccc(OC)c(OC)c1 | 1 | 0 | 0 | 1 | 0.0 | 2.6 | -9 | -1 | 1
O=C(O)Cn1cc(/C=C2\SC(=O)N(c3ccccc3)C2=O)c2ccccc21 | -1 | 11 | -3 | -4 | -0.1 | -0.6 | 0 | -4 | 2
COC(=O)c1nn(-c2cccc(C(F)(F)F)c2)c(=O)cc1Sc1ccccn1 | 0 | 2 | 0 | -1 | -0.1 | 5.1 | 3 | -4 | 4
O=C(Cn1cc(C(F)(F)F)ccc1=O)N/N=C/c1ccccc1 | -3 | -2 | -2 | -3 | 0.0 | 0.3 | 6 | -8 | -1
C/C(Cn1nnc([N+](=O)[O-])n1)=N\NC(=O)c1ccccc1O | -2 | 10 | -2 | 1 | 0.0 | 1.3 | 0 | -10 | 3
Nc1ccc(N2CCOCC2)cc1C(F)(F)F | 1 | 6 | -2 | 1 | -0.5 | -0.5 | -12 | 21 | 5
Cc1cccc(-n2ncc(C(=O)NC3CCCC3)c2C2CCN(C(=O)OC(C)(C)C)CC2)c1 | -6 | 7 | 8 | -4 | 0.1 | 0.1 | 7 | -8 | -4
CCc1cccc2c(C(=O)COC(=O)c3ccc([N+](=O)[O-])s3)c[nH]c12 | -3 | 1 | 5 | 5 | 0.0 | 3.9 | -2 | 10 | 12
CCNC(=O)NC(=O)C(C)OC(=O)[C@H](C)NS(=O)(=O)c1c(C)c(C)cc(C)c1C (stereo not given in full) | -1 | -4 | -1 | -2 | 0.1 | -1.0 | 167 | -10 | -3
O=C(Nn1c(O)c(C=C2N=c3ccccc3=N2)sc1=S)c1ccccc1 | 7 | -15 | 0 | 2 | -0.2 | 1.6 | 1 | 8 | 5
N#Cc1ccc(-c2cccs2)nc1SCc1cccnc1 | 1 | -5 | 8 | 5 | 0.3 | -2.1 | 14 | -14 | 2

Pulled by structure from the list above:
SMILES | TPT1 inh | LYPLA2 counter | HCV core dimer | PP1 inh | Efflux pump mplx | PP5 inh | GASC-1 inh | PREPL inh | Fh CTSL1 inh
O=C(Nn1c(O)c(C=C2N=c3ccccc3=N2)sc1=S)c1ccccc1 | 7 | -15 | 0 | 2 | -0.2 | 1.6 | 1 | 8 | 5
Nc1ccc(N2CCOCC2)cc1C(F)(F)F | 1 | 6 | -2 | 1 | -0.5 | -0.5 | -12 | 21 | 5

Next section:
SMILES | TPT1 inh | LYPLA2 counter | HCV core dimer | PP1 inh | Efflux pump mplx | PP5 inh | GASC-1 inh | PREPL inh | Fh CTSL1 inh
Nc1nnnn1/N=C/c1ccccc1OCc1ccc(Cl)cc1 | -2 | 4 | 0 | 0 | 0.0 | 1.5 | 8 | -4 | 1
Cn1cc(/C=C(\NC(=O)c2ccccc2)C(=O)NCCN2CCOCC2)c2ccccc21 | 16 | -3 | -7 | -1 | 0.1 | 0.5 | -9 | 3 | 2
CC(=O)N1CCCC1(C(=O)O)c1ccccc1 (stereo not given) | -4 | -2 | -2 | -1 | 0.0 | 0.4 | -6 | -4 | -4
CN(Cc1ccccc1)S(=O)(=O)c1ccc(Cl)c(C(=O)NCCCN2CCOCC2)c1 | -4 | -5 | -2 | -8 | -0.2 | 3.1 | 11 | 26 | 0
O=c1oc2ccccc2n1Cc1ccccc1 | -1 | 2 | -1 | -3 | 0.2 | 0.9 | -6 | -5 | 0
COC(=O)N/N=C/c1cc(Br)ccc1O | 1 | -4 | -4 | -3 | -0.1 | -2.0 | -2 | -6 | -1
CC(C)(C)C(=O)Nc1c2c(nc3c1CCC3)CCCC2 | -8 | 4 | 0 | 1 | 0.0 | 3.0 | 19 | 16 | 0
CCN1C(=O)C(NC(C)=O)c2cc(Br)ccc21 (stereo not given) | 1 | -4 | 1 | -2 | 0.3 | 1.9 | 0 | 19 | -7
CCCOc1ccc(NC(=O)C2CC(=O)N/C(=N/N=C(C)/C=C/c3ccc(N(C)C)cc3)S2)cc1 (stereo not given) | 15 | 6 | 24 | 8 | 0.4 | 3.4 | 0 | 22 | 12
CCOC(=O)C1(Cc2cccc(Cl)c2)CCCN(C(=O)c2cc(C)[nH]n2)C1 (stereo not given) | 0 | -4 | 9 | 0 | -0.5 | -1.1 | -3 | -9 | 2
COC(=O)[C@H](CCSC)NC(=O)Nc1cccc(Br)c1 | -2 | -4 | 4 | -1 | -0.1 | -0.6 | 1 | 1 | 1
COc1ccc(NC(=O)C2CCCN2S(=O)(=O)c2ccc3c(c2)CCC(=O)N3)c(OC)c1 (stereo not given) | 1 | 4 | -1 | 0 | 0.0 | -1.1 | -3 | 18 | 1

The list is partial; rates above refer to the full screens.
